Screening data deposited in PubChem by several laboratories.
MC4R antag cAMP – MC4R antagonists of cAMP signaling, primary screen, cell-based, TR-FRET, antagonist arm of biased-ligand search; 360,000 compounds, 0.48% hits; AID 540295, 2011; inhibition, % at 6.5 µM; Melanocortin receptor 4 (Homo sapiens), P32245; MC4R-expressing cells, MTII-stimulated cAMP, LANCE TR-FRET;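 active = inhibition above its plate's cutoff, the mean of tested wells on that plate plus 3 SD, cut at about 29% in these data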;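 note: 0% = Melanotan II alone and 100% = Melanotan II plus saturating MCL0020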
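Material: human MC4R-expressing U2OS cells. Probe or stimulus: Melanotan II challenge. Dosing: 6.5 µM single dose. Times: 30-min compound, 1-h challenge, 1-h detection, room temperature. Technique: TR-FRET with Eu-cAMP and labeled anti-cAMP, 671 nm. Replication: singlicate.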
COUP-TFII inh – NR2F2 transcriptional activity inhibitors, primary screen, cell-based, luciferase reporter, HEK293T, luminescence; COUP transcription factor 2 (Homo sapiens), P24468; HEK293T NGFI-A luciferase reporter; inhibition, % at 8.6 µM; 370,000 compounds, 0.7% hits; AID 686940, 2013;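 active = inhibition above a per-plate cutoff, mean inhibition of test wells between control levels plus 3 SD, cut at about 38% in these data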;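 note: cells cotransfected with COUP-TFII expression vector driving the NGFI-A reporter; 0% = median of COUP-TF2 test wells and 100% = reporter-only cells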
NR5A2 inv ag – LRH-1 (NR5A2) inverse agonists, primary screen, cell-based, luminescence, HEK293T, StAR-luciferase reporter. Nuclear receptor subfamily 5 group A member 2 (Homo sapiens), O00482. LRH-1 transfected, 24 h. inhibition, % at 3.6 µM. 360,000 compounds, 0.13% hits. AID 602396, 2012;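 active = inhibition above the mean inhibition of all tested compounds plus 3 SD, cut at about 73% in these data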;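 note: 0% = DMSO wells and 100% = reporter-only cells lacking LRH-1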
SRC2 inh – inhibition of GAL4-SRC2 driven luciferase reporter, primary screen, SRC2 inhibitor project, cell-based, luminescence; inhibition, % at 9 µM; Nuclear receptor coactivator 2 (Homo sapiens), Q15596; HEK293 GAL4-SRC2 luciferase reporter; AID 651957, 2012; 370,000 compounds, 0.17% hits;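 active = inhibition above the mean inhibition of all tested compounds plus 3 SD, set per campaign, cut at about 52% in these data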;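 note: 0% = DMSO treated cells and 100% = cells given Gossypol at 36 µM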
LMP1 NFkB inh – EBV LMP1-driven NF-kappaB luciferase reporter inhibitors, primary screen, cell-based, luminescence, single point | LMP1-induced NF-kappaB luciferase reporter cells | inhibition, % at 12.5 µM | 350,000 compounds, 0.69% hits | AID 504558, 2011; in the data active = inhibition above about 41%;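 note: 0% = neutral control wells and 100% = reference inhibitor control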
ABHD5-PLIN5 inh – ABHD5-PLIN5 interaction inhibitors, primary screen, cell lysate, split luciferase complementation, luminescence; Perilipin-5 (Homo sapiens) + 1-acylglycerol-3-phosphate O-acyltransferase ABHD5 (Homo …; Split G. princeps luciferase complementation, 4 h; inhibition, % at 4 µM; 360,000 compounds, 0.78% hits;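 active = inhibition above the mean inhibition across every tested compound plus 3 SD, cut at about 22% in these data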;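 note: 0% = DMSO only wells and the 100% control is not disclosed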
SRC1 inh – SRC1 coactivator transcriptional activity inhibitors, primary screen, cell-based, luminescence; 360,000 compounds, 0.12% hits; inhibition, % at 3.6 µM; HEK293 GAL4-SRC1 luciferase reporter; Nuclear receptor coactivator 1 (Homo sapiens), Q15788;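 active = inhibition above the campaign mean plus 3 SD, with each screening campaign given its own cutoff, cut at about 60% in these data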;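 note: 0% = DMSO treated cells and 100% = gossypol at 36 µM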
MC4R ag barr – MC4R agonists recruiting beta-arrestin, primary screen, cell-based, luminescence, agonist arm of biased-ligand search; activation, % at 8.9 µM; AID 540308, 2011; 360,000 compounds, 0.98% hits; U2OS MC4R beta-arrestin complementation; percent of melanotan II response, DMSO zero; Melanocortin receptor 4 (Homo sapiens), P32245;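 active = activation above a per-plate cutoff, the mean activation of sample wells on that plate plus 3 SD, cut at about 8% in these data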
NCOA3 inh – SRC3 coactivator transcriptional activity inhibitors, primary screen, cell-based, luminescence. 360,000 compounds, 0.17% hits. inhibition, % at 3.6 µM. HEK293 GAL4-SRC3 luciferase reporter;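 active = inhibition above a per-campaign cutoff, the mean of all compounds plus 3 SD, cut at about 60% in these data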;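 note: 0% = DMSO-treated cells and 100% = gossypol-treated cells at 36 µM; higher means less SRC3-driven luciferase light from the GAL4 reporter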
Target sequence (Q9Y6Q9 whole entry, looked up, the tested form may be a part): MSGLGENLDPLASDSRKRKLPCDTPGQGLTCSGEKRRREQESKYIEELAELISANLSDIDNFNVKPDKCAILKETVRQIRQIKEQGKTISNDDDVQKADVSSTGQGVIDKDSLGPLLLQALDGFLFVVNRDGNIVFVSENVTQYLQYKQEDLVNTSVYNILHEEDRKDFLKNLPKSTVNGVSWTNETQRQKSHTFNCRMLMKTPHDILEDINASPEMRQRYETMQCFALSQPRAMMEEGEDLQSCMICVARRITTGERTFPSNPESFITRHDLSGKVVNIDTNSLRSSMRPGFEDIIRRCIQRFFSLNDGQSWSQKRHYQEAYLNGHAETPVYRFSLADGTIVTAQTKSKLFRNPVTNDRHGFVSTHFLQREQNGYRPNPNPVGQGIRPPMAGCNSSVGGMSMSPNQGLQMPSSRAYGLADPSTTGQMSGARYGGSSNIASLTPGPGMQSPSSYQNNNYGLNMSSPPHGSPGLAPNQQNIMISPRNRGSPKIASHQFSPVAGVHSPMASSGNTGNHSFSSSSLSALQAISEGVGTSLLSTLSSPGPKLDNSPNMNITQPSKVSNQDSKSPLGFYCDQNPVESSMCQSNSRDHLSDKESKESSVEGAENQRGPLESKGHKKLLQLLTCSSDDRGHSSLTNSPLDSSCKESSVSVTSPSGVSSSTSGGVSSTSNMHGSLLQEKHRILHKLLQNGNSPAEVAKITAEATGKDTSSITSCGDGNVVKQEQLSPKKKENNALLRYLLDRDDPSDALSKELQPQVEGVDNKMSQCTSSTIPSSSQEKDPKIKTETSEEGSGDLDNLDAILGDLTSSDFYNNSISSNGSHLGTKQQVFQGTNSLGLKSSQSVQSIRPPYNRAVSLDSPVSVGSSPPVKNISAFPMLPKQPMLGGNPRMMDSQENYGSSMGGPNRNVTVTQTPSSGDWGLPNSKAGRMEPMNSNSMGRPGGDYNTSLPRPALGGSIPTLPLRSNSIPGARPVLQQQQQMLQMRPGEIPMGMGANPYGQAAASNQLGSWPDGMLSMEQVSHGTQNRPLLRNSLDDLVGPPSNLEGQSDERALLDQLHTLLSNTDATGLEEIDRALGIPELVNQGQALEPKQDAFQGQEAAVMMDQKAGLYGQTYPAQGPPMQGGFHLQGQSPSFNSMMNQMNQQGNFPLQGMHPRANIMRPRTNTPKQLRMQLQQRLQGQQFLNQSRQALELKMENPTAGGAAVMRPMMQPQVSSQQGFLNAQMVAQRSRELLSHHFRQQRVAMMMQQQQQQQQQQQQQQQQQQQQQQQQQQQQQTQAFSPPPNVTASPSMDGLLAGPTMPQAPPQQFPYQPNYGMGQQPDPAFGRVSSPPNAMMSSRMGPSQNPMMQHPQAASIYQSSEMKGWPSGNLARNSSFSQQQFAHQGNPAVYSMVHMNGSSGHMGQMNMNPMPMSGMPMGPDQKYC
NOD2 RIPK2 PPI – NOD2-RIPK2 binding disruptors in cells, primary screen, fluorescence, CHO cells, BLA complementation | inhibition, % at 4.98 µM | 360,000 compounds, 0.38% hits | AID 624267, 2012 | CCF4 ratio; in the data active = inhibition above about 21%;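 note: 0% = vehicle only and 100% = reference blocker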
TLR9-MyD88 block – inhibitors of TLR9-MyD88 association in cells, primary screen, cell-based, CHO, BLA complementation, fluorescence. 340,000 compounds, 0.21% hits. inhibition, % at 4.98 µM. CCF4 FRET ratio. AID 504734, 2011. Toll-like receptor 9 (Homo sapiens) + Myeloid differentiation primary response protein …;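 active = inhibition above the mean over all tested compounds plus 3 SD, cut at about 21% in these data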;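 note: 0% = DMSO only wells and 100% = clavulanate BLA inhibitor control wells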
An asterisk follows results filed as active; . = not tested or not shown.

Start of the listing, in advance, 5 compounds:
SMILES | MC4R antag cAMP | COUP-TFII inh | NR5A2 inv ag | SRC2 inh | LMP1 NFkB inh | ABHD5-PLIN5 inh | SRC1 inh | MC4R ag barr | NCOA3 inh | NOD2 RIPK2 PPI | TLR9-MyD88 block
COc1ccc(N=C2C(=S)N(c3ccc(OC)cc3)C(=NS(=O)(=O)c3ccccc3)N2c2ccccc2)cc1 | -2 | -26 | -146 | -68 | -31 | -7 | -119 | -0.6 | -127 | 2 | -6
O=C(CS(=O)(=O)c1cn(CC(=O)N2CCOCC2)c2ccccc12)NCc1ccc(F)cc1 | 1 | -1 | 7 | -12 | 5 | 5 | -9 | -0.8 | -19 | -1 | 3
CC(=O)OCC(=O)N1CCN(c2ccc([N+](=O)[O-])cc2)CC1 | 5 | 11 | -4 | 0 | -15 | -1 | -5 | -0.2 | 1 | -2 | -9
Cc1c(NC(=O)C(C)Sc2nc(N)cc(=O)[nH]2)c(=O)n(-c2ccccc2)n1C (configuration not stated) | 7 | 9 | -10 | 7 | 0 | 10 | 10 | -0.4 | 6 | -7 | -6
Cc1ccc(N(C(=O)c2csnn2)C(C(=O)NC2CCCCC2)c2ccco2)cc1 (configuration not stated) | 1 | 10 | 0 | -7 | -13 | -7 | 3 | 1.5 | -4 | -6 | -4

The whole of this part, from the start:
SMILES | MC4R antag cAMP | COUP-TFII inh | NR5A2 inv ag | SRC2 inh | LMP1 NFkB inh | ABHD5-PLIN5 inh | SRC1 inh | MC4R ag barr | NCOA3 inh | NOD2 RIPK2 PPI | TLR9-MyD88 block
COc1ccc(N=C2C(=S)N(c3ccc(OC)cc3)C(=NS(=O)(=O)c3ccccc3)N2c2ccccc2)cc1 | -2 | -26 | -146 | -68 | -31 | -7 | -119 | -0.6 | -127 | 2 | -6
O=C(CS(=O)(=O)c1cn(CC(=O)N2CCOCC2)c2ccccc12)NCc1ccc(F)cc1 | 1 | -1 | 7 | -12 | 5 | 5 | -9 | -0.8 | -19 | -1 | 3
CC(=O)OCC(=O)N1CCN(c2ccc([N+](=O)[O-])cc2)CC1 | 5 | 11 | -4 | 0 | -15 | -1 | -5 | -0.2 | 1 | -2 | -9
Cc1c(NC(=O)C(C)Sc2nc(N)cc(=O)[nH]2)c(=O)n(-c2ccccc2)n1C (configuration not stated) | 7 | 9 | -10 | 7 | 0 | 10 | 10 | -0.4 | 6 | -7 | -6
Cc1ccc(N(C(=O)c2csnn2)C(C(=O)NC2CCCCC2)c2ccco2)cc1 (configuration not stated) | 1 | 10 | 0 | -7 | -13 | -7 | 3 | 1.5 | -4 | -6 | -4
CCO/C(C)=N/Oc1cncnc1 | . | -13 | 0 | -11 | . | -1 | -2 | . | 1 | -4 | .
CCN(CC)C(=O)Nc1cnc2ccccc2c1 | 13 | -13 | -26 | -22 | -9 | 6 | -26 | -0.3 | -13 | -1 | -6
Cc1ccc(O)c(C2=NNC(O)(C(F)(F)F)C2)c1 (configuration not stated) | -1 | -13 | 2 | -18 | 4 | -6 | -5 | 2.1 | 2 | -11 | -16
CCN(CC)CCCN(C(=O)c1ccco1)c1nc(-c2ccc(C)cc2)cs1 | -2 | -3 | -7 | -4 | -16 | 14 | -15 | -0.9 | 21 | -1 | -3
COc1ccc(OC)c(-c2cc(C(=O)Nc3c(C)n(C)n(-c4ccccc4)c3=O)no2)c1 | -3 | 2 | 12 | 1 | 3 | 3 | 9 | 0.3 | 6 | -6 | 4
COc1ccc(N(CC(=O)N2CCN(c3ccc(F)cc3)CC2)S(=O)(=O)c2c(C)noc2C)cc1 | 15 | -11 | -12 | -3 | 4 | -2 | 5 | -1.8 | -4 | -4 | -11
COc1ccc(NC(=O)COc2ccccc2Cc2ccccc2)cc1S(N)(=O)=O | 4 | 44* | 22 | -19 | 26 | 9 | 31 | -2.3 | 18 | -5 | -1
Cc1ccc2nc(N/C(=N/S(=O)(=O)c3cccs3)c3ccccc3Cl)sc2c1 | 20 | 28 | 7 | -18 | -2 | -3 | -6 | -2.4 | 4 | -2 | -6
CC(C)(C)c1ccc(/C=C2/SC(N3CCCC3)=NC2=O)cc1 | 8 | -8 | -11 | 6 | 5 | 2 | 3 | -2.7 | 8 | 0 | .
CCCP(=O)(CCC)CCP(=O)(c1ccccc1)c1ccccc1 | -4 | 14 | 3 | 1 | 3 | -8 | -4 | -0.8 | -2 | 1 | 6
O=C(NCc1cccnc1)c1ccc(N2CCOCC2)c([N+](=O)[O-])c1 | -6 | 10 | 17 | 25 | 36 | -4 | 0 | -0.8 | 13 | -1 | -7
COCCCNC(=O)c1c(NC(=O)c2cccs2)sc2c1CCCC2 | 10 | 0 | 8 | 4 | 5 | 5 | -1 | 3.0 | 15 | -4 | 0
CCN(CC)c1ccc(S(=O)(=O)N2CCOCC2)cc1NC(=O)COC(=O)COc1ccccc1C | -1 | 8 | 13 | 13 | 1 | 2 | 2 | -2.3 | -11 | 5 | -3
CC(=O)Nc1cc(-c2cccc(C)c2)cn2c(-c3ccc(S(C)(=O)=O)cc3)cnc12 | 12 | 0 | 28 | -13 | . | 0 | 1 | 1.7 | -14 | 2 | .
CC(=O)c1ccc(NC(=S)NCc2ccc(Cl)cc2Cl)cc1 | -3 | 8 | 16 | -1 | -8 | -3 | 2 | -0.1 | 0 | 0 | 9
Cc1occc(=O)c1OC(=O)Nc1ccc(Cl)c(Cl)c1 | 2 | 0 | 0 | -4 | 17 | -11 | 5 | -1.4 | 1 | -11 | -8
CC(=C/c1ccccc1)/C=N/Nc1nc(N2CCCCC2)nc(N2CCCCC2)n1 | 0 | 10 | -11 | 7 | -4 | 1 | 12 | -2.3 | 0 | 1 | 4
O=C(NC1CCN(C(=O)Nc2cccc(Cl)c2)CC1)C1CCCCC1 | 3 | 2 | -2 | 4 | -6 | -1 | 1 | 1.5 | -3 | -5 | -1
CCN(CC)S(=O)(=O)c1ccc(NC2=NS(=O)(=O)c3ccccc32)cc1 | 23 | 1 | -6 | 8 | -4 | 8 | -34 | 0.0 | -3 | -8 | 5
CC(=O)C1=CCC(c2ccc(Cl)cc2)N(S(=O)(=O)c2ccccc2)C1 (configuration not stated) | . | 1 | 6 | 21 | . | 2 | 0 | . | -6 | 8 | .
COc1ccc(C2Nc3ccc4ccccc4c3-c3c2c(=O)oc2ccccc32)cc1 (configuration not stated) | 2 | -5 | 3 | -6 | -74 | 11 | 12 | 6.7 | 9 | -10 | 6
CCN(CC)S(=O)(=O)c1ccc(NC2c3ccccc3C(=O)N2Cc2ccc3c(c2)OCO3)cc1 (configuration not stated) | 3 | -4 | 15 | 10 | -13 | 2 | -16 | 1.4 | 2 | 8 | 4
COc1cc([N+](=O)[O-])c2ncsc2c1 | 22 | 15 | 5 | 11 | -1 | 1 | 3 | 0.5 | 8 | 3 | -10
O=C1C2CCCN2C(=O)N1CCCCN1CCN(c2ccc(F)cc2)CC1 (configuration not stated) | 2 | -5 | -2 | -3 | -5 | -9 | -2 | -0.4 | 1 | 0 | 1
CCOC(=O)C1CCN(C(=O)c2cccc(S(=O)(=O)N(CC)c3ccccc3)c2)CC1 | 10 | 1 | -5 | 3 | -9 | 4 | -11 | -0.3 | 31 | -15 | 1
CC(=O)N1CCCc2cc(S(=O)(=O)N(C)CC(=O)Nc3ccccc3)ccc21 | 9 | -2 | -21 | -7 | 7 | -9 | -20 | 2.0 | 9 | 3 | -7
CC(=O)N1c2ccc(S(=O)(=O)N3CCC(C(=O)NCc4ccccc4)CC3)cc2CC1C (configuration not stated) | 1 | -3 | -1 | -17 | -3 | 0 | 10 | -2.2 | 15 | -7 | 0
O=C(NN1C(=O)/C(=C/c2ccc(O)cc2)SC1=S)c1ccccc1O | -4 | 22 | 8 | -15 | 1 | -2 | -6 | -2.9 | 3 | -6 | 4
CCOC(=O)CN1CC23C=CC(O2)C(C(=O)NCCc2ccccc2)C3C1=O (configuration not stated) | -1 | 10 | -5 | 1 | -2 | -1 | 6 | -1.8 | -17 | 1 | 6
CCN1CCN(CCC(=O)Nc2ccccc2)CC1 | -2 | 24 | 13 | -11 | -3 | 10 | -4 | -0.8 | -13 | -6 | -10
Cc1onc(-c2ccccc2Cl)c1C(=O)N1CCN(C=O)CC1 | 15 | 8 | -12 | -21 | 1 | 5 | -10 | -3.9 | -2 | -6 | -3
O=C(Nc1ccccc1N1CCCCC1)c1ncoc1-c1cccc(F)c1 | 9 | -3 | 14 | -14 | -7 | 2 | 5 | -1.7 | 9 | 2 | -7
CN(C(=O)c1ccc2c(c1)OCO2)C1(C(=O)NC2CCCC2)CCCCC1 | 10 | 8 | 9 | 9 | 3 | -2 | 9 | -1.0 | 15 | 0 | 2
COc1cc(C(=O)Nc2nnc(C3=COCCO3)o2)cc(OC)c1OC | -3 | -4 | 5 | -8 | -6 | -4 | -10 | -3.0 | 13 | -4 | 5
O=C(CNC(=O)c1ccc2c(c1)OCCO2)N/N=C/c1ccc(Cl)cc1 | 5 | 3 | -26 | 0 | 7 | 0 | 10 | -1.2 | -6 | -12 | 1
O=C(c1ccccc1)C1CCN(C(=O)c2cccs2)CC1 | 1 | 11 | 11 | 27 | 6 | 1 | 26 | 0.5 | 19 | 2 | -12
CC[C@]12c3[nH]c4cc(CCC(=O)N(C)C)ccc4c3CCN1C(=O)[C@@H](CC(=O)NCc1ccco1)C[C@@H]2C(=O)N1CCN(C(=O)c2ccco2)CC1 | 9 | -8 | 2 | -15 | 1 | -7 | 2 | 0.1 | -25 | 1 | -4

An excerpt, so the mix of outcomes need not match the whole.
